Bioassay records from PubChem BioAssay.
eIF4E-4G inh – eIF4E–eIF4G protein interaction inhibitors, primary screen, biochemical, uHTS, TR-FRET, eIF4GI fragment. hit rate 0.37% among 220,000. inhibition, % at 21.7 µM. Eukaryotic translation initiation factor 4E (Mus musculus) + Eukaryotic translation …. TR-FRET eIF4E-eIF4GI(517-606) binding, 2 h;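 active means inhibition above about 30%, limit read from the data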;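 further: 0% = full FRET control wells and 100% = background wells lacking eIF4GI fragment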
Target sequence (P63073 whole entry, looked up, the tested form may be a part): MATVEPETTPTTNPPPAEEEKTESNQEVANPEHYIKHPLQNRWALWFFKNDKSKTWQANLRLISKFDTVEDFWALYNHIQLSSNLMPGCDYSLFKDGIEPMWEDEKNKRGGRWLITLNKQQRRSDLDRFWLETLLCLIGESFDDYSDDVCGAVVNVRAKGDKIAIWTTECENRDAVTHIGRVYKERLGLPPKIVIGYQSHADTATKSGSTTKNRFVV
Target sequence (Q04637 whole entry, looked up, the tested form may be a part): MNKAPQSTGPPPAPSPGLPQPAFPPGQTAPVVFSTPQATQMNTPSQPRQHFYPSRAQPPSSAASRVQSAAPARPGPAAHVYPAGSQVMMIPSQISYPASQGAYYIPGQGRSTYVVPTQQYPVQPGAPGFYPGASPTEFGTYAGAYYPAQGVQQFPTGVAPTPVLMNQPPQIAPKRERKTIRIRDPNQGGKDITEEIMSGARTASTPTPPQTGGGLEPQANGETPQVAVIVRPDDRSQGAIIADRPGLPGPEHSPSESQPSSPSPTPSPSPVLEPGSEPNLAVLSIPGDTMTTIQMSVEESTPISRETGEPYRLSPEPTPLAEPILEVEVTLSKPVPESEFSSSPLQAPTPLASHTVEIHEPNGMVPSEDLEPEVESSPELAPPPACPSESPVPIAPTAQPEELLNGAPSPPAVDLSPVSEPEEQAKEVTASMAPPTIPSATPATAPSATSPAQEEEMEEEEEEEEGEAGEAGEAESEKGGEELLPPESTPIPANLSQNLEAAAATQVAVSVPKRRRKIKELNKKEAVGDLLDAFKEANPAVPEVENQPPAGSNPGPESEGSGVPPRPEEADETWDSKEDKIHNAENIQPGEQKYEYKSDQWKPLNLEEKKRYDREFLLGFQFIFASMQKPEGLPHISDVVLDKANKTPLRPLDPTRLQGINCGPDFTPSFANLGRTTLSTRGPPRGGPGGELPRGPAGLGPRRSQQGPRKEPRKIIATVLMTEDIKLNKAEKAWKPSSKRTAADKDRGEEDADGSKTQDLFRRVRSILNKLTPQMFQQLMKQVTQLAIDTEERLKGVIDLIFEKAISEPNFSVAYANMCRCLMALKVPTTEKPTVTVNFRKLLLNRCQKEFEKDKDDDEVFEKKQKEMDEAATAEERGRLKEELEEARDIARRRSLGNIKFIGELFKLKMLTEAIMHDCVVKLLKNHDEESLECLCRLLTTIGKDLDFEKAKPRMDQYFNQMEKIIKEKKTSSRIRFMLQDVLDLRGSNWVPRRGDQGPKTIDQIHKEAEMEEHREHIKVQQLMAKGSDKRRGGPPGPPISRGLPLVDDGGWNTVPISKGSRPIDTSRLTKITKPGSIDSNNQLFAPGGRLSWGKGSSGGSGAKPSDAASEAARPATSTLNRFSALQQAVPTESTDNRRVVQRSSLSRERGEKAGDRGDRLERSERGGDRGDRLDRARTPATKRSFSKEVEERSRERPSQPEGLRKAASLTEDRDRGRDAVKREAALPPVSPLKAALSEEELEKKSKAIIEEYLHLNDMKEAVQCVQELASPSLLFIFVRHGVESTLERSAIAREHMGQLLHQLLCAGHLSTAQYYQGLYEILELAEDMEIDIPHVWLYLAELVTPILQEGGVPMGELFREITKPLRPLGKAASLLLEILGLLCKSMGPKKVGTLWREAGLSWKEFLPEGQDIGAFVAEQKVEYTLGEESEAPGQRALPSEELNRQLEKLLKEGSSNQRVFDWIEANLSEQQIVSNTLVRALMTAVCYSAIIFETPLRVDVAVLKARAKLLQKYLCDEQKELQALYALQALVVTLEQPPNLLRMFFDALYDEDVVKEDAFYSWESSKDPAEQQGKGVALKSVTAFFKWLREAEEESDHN
Mdm2 ligase inh – MDM2-luciferase reporter signal enhancers, primary screen, MDM2 E3 ligase inhibitor project, cell-based, luminescence, 1536-well; E3 ubiquitin-protein ligase Mdm2 (Homo sapiens), Q00987; cell-based MDM2 ubiquitination luciferase reporter, 2 h; 0 = plate control, 100 = twice control, blank-subtracted; signal enhancement, % at 5 µM; hit rate 0.11% among 210,000; AID 1230, 2008;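 active means signal enhancement of 30% or more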;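 further: luminescence tracks abundance of the self-degrading MDM2-luciferase fusion protein; higher signal means inhibition of MDM2 E3 ligase activity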
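Assay system: stable mammalian line carrying autodegrading MDM2–luciferase fusion reporter; amount: 2000 cells seeded into each well; buffer or medium: DMEM; benchmarks: plate control and blank wells; signal: luciferase luminescence; timing: 2 h compound exposure at 37 °C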
Starred values were filed as active, the others as inactive; [ ] = remark or other dose. This is a subset (hit frequency here may not be typical).

SMILES,eIF4E-4G inh,Mdm2 ligase inh
COc1ccc(-c2c([C@H]3[C@H]4C=CC[C@@H](C)[C@@H]4C(=O)N3Cc3ccccc3)ccc3ccccc23)cc1OC,5,-7
NC(=O)CC(NC(=O)c1cccc(Br)c1)c1ccc(N2CCC(N3CCCC3)CC2)c([N+](=O)[O-])c1 (stereo not given),-8,20
Cc1cc(Cl)cc(C)c1OCC(=O)O,7,-13
CCCCCCN(C(=O)CCCCCN1C(=O)NC(c2ccc(C(C)(C)C)cc2)C(C(=O)OCc2ccccc2)=C1C)C(C(=O)NCCCC)c1ccc(OCC(=O)OC)c(C(=O)OC)c1 (stereo not given),-3,-6
CCCCCn1c(NC2CCCCC2)nc2c1c(=O)[nH]c(=O)n2C,-28,-4
COc1ccc(-c2cccc(C3CC=CC4C3C(=O)N(Cc3ccccc3)C4c3ccc(C(F)(F)F)cc3)c2)cc1 (stereo not given),1,8
Cc1cc(NC(=O)CCS(=O)(=O)c2nc(-c3ccccc3)cc(C(F)(F)F)n2)no1,2[fluorescence artefact?],17
CCC1=C(OC(=O)N(CC)CC)N2C(=O)OC(=NCCc3c[nH]c4ccccc34)[C@]2(Cc2ccccc2)[C@H]2C1=CC[C@H]1C(=O)N(CC(=O)OC)C(=O)[C@H]12,0,12
CCOc1ccc(NC(=O)N2CCC(n3c(=O)[nH]c4ccccc43)CC2)cc1,0,-12
O=C(OCc1nnn(Cc2ccccc2)c1-c1c(COC(=O)c2ccccc2)nnn1Cc1ccccc1)c1ccccc1,1,20
NC(=O)CC(NC(=O)c1ccccc1)c1ccc(NCCc2ccc(Cl)cc2)c([N+](=O)[O-])c1 (stereo not given),0,-7
CC(O)[C@H]1CN=C(N)N1CCCCC1CCCCC1 (stereo not given in full),-8,23
C/C=C/C=C/[C@H]1Cc2cc(O)cc(O)c2O1,0,-19
COc1ccc(-c2ccc([C@H]3[C@H]4C=CC[C@@H](C)[C@@H]4C(=O)N3Cc3ccccc3)c(F)c2)cc1,-5,29
CCO[C@@H]1OC(C(=O)NCc2ccccc2)=C[C@H](C(C)(C)C)[C@H]1CCCO,-3,9
CC1=CC(=O)CC2C1(C)CCC(C)C2(C)CCC(C)CC(=O)O (stereo not given),-12,-13
C#CCOCCOCCOCCNc1nc(N2CCN(C(=O)[C@H](CCC(=O)O)n3cc(C(N)CO)nn3)CC2)nc(N2CCN(C(=O)[C@H](CCCCN)n3cc(C(N)CC(C)C)nn3)CC2)n1 (stereo not given in full),-1,-8
C/C=C\C(=O)Nc1cccc(C2=NOC3(C2)C[C@H](C(N)=O)N(C(=O)/C=C/CC)C3)c1 (stereo not given in full),-6,1
CCOc1ccccc1NC(=O)C1CCN(S(=O)(=O)c2cccc3cccnc23)CC1,57*[fluorescence artefact?],-1
N#Cc1ccc(C23CC4(C2)[C@H](CN(Cc2cccnc2)[C@@H]4c2ccccc2)C3c2ccccc2)cc1 (stereo not given in full),-2,6
Cc1nc(C(=O)NC2CC2)sc1C1(C)CC(c2ccccc2)=NO1 (stereo not given),1,1
CC(C)(C)c1ccc(C(=O)Nc2ccc(O)c3c(=O)cc(-c4cccc(Cl)c4)oc23)cc1,-3,-11
CC[C@H](C)/C=C(C)/C=C/C(=O)Cc1cc(O)c(C)c(O)c1C=O,-10,-30
C#Cc1ccc([C@H]2C=C(C(=O)Nc3ccccc3)O[C@@H](OCc3ccc(CO)cc3)C2)cc1,-9,10
NC(=O)CC(NC(=O)Cc1cccc2ccccc12)c1ccc(NC2CCCCC2)c([N+](=O)[O-])c1 (stereo not given),0,-4
CC1(c2nnc(-c3ccncc3)o2)CC(c2ccc(F)cc2)=NO1 (stereo not given),-4,11
COC(C[C@@H]1O[C@H]1[C@@H](O)[C@@H](C)OCc1ccccc1)OC,1,-11
Cc1ccc(CNC(=O)c2ccc3c(=O)n4c(-c5ccc(C)cc5)csc4nc3c2)cc1,-5,-10
C[n+]1nc(Nc2ccccc2)sc1-c1ccc(C(=O)O)cc1,-1,19
COc1cc(C2CC(=O)Oc3c(C(CCN4CCN(c5ccccc5)CC4)c4ccc(N(C)C)cc4)c(OC)cc(OC)c32)cc(OC)c1OC (stereo not given),-2,10

Taken from the entries so far (six entries):
SMILES,eIF4E-4G inh,Mdm2 ligase inh
COc1ccc(-c2c([C@H]3[C@H]4C=CC[C@@H](C)[C@@H]4C(=O)N3Cc3ccccc3)ccc3ccccc23)cc1OC,5,-7
NC(=O)CC(NC(=O)c1cccc(Br)c1)c1ccc(N2CCC(N3CCCC3)CC2)c([N+](=O)[O-])c1 (stereo not given),-8,20
Cc1cc(Cl)cc(C)c1OCC(=O)O,7,-13
CCCCCCN(C(=O)CCCCCN1C(=O)NC(c2ccc(C(C)(C)C)cc2)C(C(=O)OCc2ccccc2)=C1C)C(C(=O)NCCCC)c1ccc(OCC(=O)OC)c(C(=O)OC)c1 (stereo not given),-3,-6
CCCCCn1c(NC2CCCCC2)nc2c1c(=O)[nH]c(=O)n2C,-28,-4
COc1ccc(-c2cccc(C3CC=CC4C3C(=O)N(Cc3ccccc3)C4c3ccc(C(F)(F)F)cc3)c2)cc1 (stereo not given),1,8

Three entries already listed, arranged by the value under eIF4E-4G inh, ascending.
canonical_smiles,eIF4E-4G inh
C#Cc1ccc([C@H]2C=C(C(=O)Nc3ccccc3)O[C@@H](OCc3ccc(CO)cc3)C2)cc1,-9
CCOc1ccc(NC(=O)N2CCC(n3c(=O)[nH]c4ccccc43)CC2)cc1,0
COC(C[C@@H]1O[C@H]1[C@@H](O)[C@@H](C)OCc1ccccc1)OC,1

The results go on.
SMILES,eIF4E-4G inh,Mdm2 ligase inh
Cc1coc2c1C(=O)C(=O)c1c-2ccc2c(C)cccc12,-4,21
COCCN1C(=O)N[C@@H](CCc2ccccc2)[C@H](C(C)=O)[C@H]1C,0,-1
N#Cc1ccc(C23CC4(C2)[C@H](CN(Cc2ccc(-c5ccccc5)cc2)[C@@H]4c2ccccc2)C3c2ccc(Cl)nc2)cc1 (stereo not given in full),-3,4
O=C1NC[C@H](Cc2ccc(O)cc2)N(CCc2cccc3ccccc23)C1=O,3,8
CCCNC(=O)c1ccc2c(=O)c(O)c(C)[nH]c2c1,-7,18
COC(=O)c1cccc(C23CC4(C2)[C@H](CN(Cc2ccc(-c5ccccc5)cc2)[C@@H]4c2ccccc2)C3c2ccccc2)c1 (stereo not given in full),0,8
CC(C)(C)CN1C(=O)C(=O)NC[C@@H]1Cc1ccc(O)cc1,-1,9
CC(=O)O[C@H]1C(=O)[C@@]2(C)[C@H]([C@H](OC(=O)c3ccccc3)[C@]3(O)C[C@H](OC(=O)[C@H](O)C(NC(=O)c4ccccc4)c4ccccc4)C(C)=C1C3(C)C)[C@]1(OC(C)=O)CO[C@@H]1C[C@@H]2O (stereo not given in full),-15,6
COC(=O)[C@@H]1C[C@@]2(O)[C@H](O)[C@H](O)[C@H](O)C[C@H]2N1Cc1cc(OC)cc(OC)c1,0,8
COc1ccccc1CNC(=O)C1CC(c2ccccc2C(F)(F)F)=NO1 (stereo not given),-1,-13
COc1cc(C(CCN2CCCCC2)c2c(OC)cc(OC)c3c(C)cc(=O)oc23)cc(OC)c1OC (stereo not given),-5,8
Cc1ccc(NC(=O)c2nc[nH]c2C(=O)N2CCN(c3ccccc3)CC2)cc1,-3,4
COc1cc(C(CCN2CCOCC2)c2c(OC)cc(OC)c3c(C)cc(=O)oc23)cc(OC)c1OC (stereo not given),-4,11
CC(C)n1cnc2c(Nc3ccc(C(=O)O)cc3)nc(Cl)nc21,-4,29
COc1cc(O)c(C(CCN2CCCC2)c2ccc3c(c2)OCO3)c(OC)c1 (stereo not given),0,2
Cc1ccc(S(=O)(=O)n2ccnc2)cc1C,2,-11
Clc1ccc(C2[C@H]3CN(Cc4ccc(-c5ccccc5)cc4)[C@H](c4ccccc4)C34CC2(c2ccccc2)C4)cn1 (stereo not given in full),-1,25
CCN1CCN(Cc2ccc(NC(=O)c3ccc(C)c(NC(=O)C[C@@H]4NC(=O)[C@H](Cc5ccccc5)NC4=O)c3)cc2C(F)(F)F)CC1,0,1
NC(=O)CC(NC(=O)Cc1ccc(Br)cc1)c1ccc(NCc2ccccn2)c([N+](=O)[O-])c1 (stereo not given),-5,12
C=C(C)C(=O)N1CC2(CC(c3cccc(NC(=O)CC)c3)=NO2)C[C@H]1C(N)=O (stereo not given in full),2,3
CC(=O)c1ccc(-c2ccc([C@H]3[C@H]4C=CC[C@@H](C)[C@@H]4C(=O)N3Cc3ccccc3)c(F)c2)cc1,-7,23
C/C=C\C=C/C(=O)Nc1cccc(C2=NOC3(C2)C[C@@H](C(N)=O)N(C(=O)COc2ccc(Cl)cc2)C3)c1 (stereo not given in full),-5,-13
C/C=C\C(=O)Nc1cccc(C2=NOC3(C2)C[C@H](C(N)=O)N(C(=O)[C@H]2CCC(=O)N2)C3)c1 (stereo not given in full),-1,18
CC1(OC(=O)CCc2ccccc2)C(=O)C=C2C=C(c3ccc(C#N)cc3)N(C3CC3)C=C2C1=O (stereo not given),-4,4
NC(=O)CC(NC(=O)Cc1cccc2ccccc12)c1ccc(NC2CCCCCC2)c([N+](=O)[O-])c1 (stereo not given),-2,-1
Cc1ccc(C2C3CN(C(C)C)CC=C3C(C#N)=C(N)C2(C#N)C#N)cc1 (stereo not given),-7[fluorescence artefact?],0
Cc1cccc(N2CCN(C(=O)C3CCN(S(=O)(=O)c4cccc5cccnc45)CC3)CC2C)c1 (stereo not given),0,0
O=C1NC[C@H](c2ccccc2)N(CC2CCCCC2)C1=O,2,-17
O=[N+]([O-])c1ccc(OCc2cn([C@@H](CO)c3ccccc3)nn2)c(Br)c1,1,5
Clc1ccc(C2=NOC(c3nnc(-c4ccccc4)o3)C2)cc1 (stereo not given),-7,15
C=C1C(=O)O[C@@H]2[C@H]1[C@@H](OC(=O)/C(C)=C/C)C/C(C)=C\C(=O)/C=C(\C)[C@@H]2O,-5,21
Cc1ncc(CO)c2c1OC(C)(C)OC2,-12,10
CCCN1CCC(=O)N(CCSc2ccc(NC(C)=O)cc2)CC1,-2,14
CCC(=O)N1CCC2(CC1)Oc1ccc(Cl)cc1C(=O)C21CC(c2cccnc2)=NO1 (stereo not given),-3,-3
COC(=O)c1ccc(CN2[C@H](C(=O)OC)C[C@@]3(O)[C@H](O)[C@H](O)[C@H](O)C[C@@H]23)cc1,-2,-8
COc1ccc(C2/C=C\CN(S(=O)(=O)c3ccc(C)cc3)CC(=O)N2Cc2ccc(F)cc2)cc1 (stereo not given),-8,14
O=C(NCCCCc1ccccc1)C1CC(c2cccc(F)c2)=NO1 (stereo not given),-6,3
CCN1C(=O)N[C@@H](c2cccs2)C(C(C)=O)=C1C,-2,-1
C=CCNC(=O)c1ccc2c3n(nc2c1)-c1ccc(C)cc1CO3,-1,26
O=S1(=O)[C@H]2CC3O[C@]2(C[C@@H]3c2ccc(F)cc2)CN1Cc1ccc(Cl)cc1,-1,21

Individual results from the list:
C/C=C\C(=O)Nc1cccc(C2=NOC3(C2)C[C@H](C(N)=O)N(C(=O)[C@H]2CCC(=O)N2)C3)c1 (stereo not given in full) in Mdm2 ligase inh is entered as 18
COc1cc(C2CC(=O)Oc3c(C(CCN4CCN(c5ccccc5)CC4)c4ccc(N(C)C)cc4)c(OC)cc(OC)c32)cc(OC)c1OC (stereo not given) in eIF4E-4G inh is entered as -2

(list continues)
SMILES,eIF4E-4G inh,Mdm2 ligase inh
COc1cc2c(cc1OC)C(c1ccccc1)N(C(=O)c1ccco1)CC2 (stereo not given),6,-14
Cc1cccc(CNc2ccc(C(CC(N)=O)NC(=O)Cc3cccc4ccccc34)cc2[N+](=O)[O-])c1 (stereo not given),-4,-3
CCCCC1=CC2=CC(=O)C(C)(OC(=O)CC)C(=O)C2=CN1CC(C)C (stereo not given),-4,3
C#Cc1ccc([C@@H]2C=C(C(=O)NC3CC3)O[C@H](OCC)[C@H]2CCCO)cc1,-1,-1
C=C(C)C(=O)Nc1cccc(C2=NOC3(C2)C[C@H](C(N)=O)N(C(=O)CC)C3)c1 (stereo not given in full),4,-2
CC(=O)Nc1ccc(SC[C@H](Cc2ccccc2)N2CCN(CC(C)C)CCC2=O)cc1,-4,13
CN1C(C(=O)NCC2CC2)CC2Cn3c(nc4cc(Cl)c(Cl)cc43)C21 (stereo not given),3,5
CCCCCC(=O)Nc1cccc(C2=NOC3(C2)C[C@H](C(N)=O)N(C(=O)COc2ccc(Cl)cc2)C3)c1 (stereo not given in full),4,9
NC(=O)CC(NC(=O)c1ccccc1)c1ccc(NC2CCC2)c([N+](=O)[O-])c1 (stereo not given),-2,9
COC(=O)CCCC1=CC2=CC(=O)C(C)(OC(=O)c3cccs3)C(=O)C2=CN1CCc1c[nH]c2ccccc12 (stereo not given),-1,-5
